Compound activity (PubChem BioAssay)
TCR act – activators of T cell receptors. Potency, µM (series often up to 9.22 µM), without a hit: top-dose activation of IL-2 secretion, usual class: activators. primary human leukocytes, anti-CD3, IL-2 HTRF, 48 h. 330,000 tested, under 10 active. AID 504894; further: % of control where 0% means no effect
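1) Mix primary human leukocytes, a-CD3 beads and compound. 2) Incubate 48 hr. 3) Add HTRF IL-2 reagents (a-IL-2-K, a-IL-2-d2).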
Integrin act MD – activators of alpha7 integrin expression for muscular dystrophy; alpha7betagal myoblasts, beta-gal FDG fluorescence, 48 h; Potency, µM (doses to about 38.3 µM), for inactives: at the highest dose activation, usual class: activators; 350,000 compounds, 0.064% hits; AID 624291;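 further: potency means the concentration at half of the fitted maximal effect; 100% = response of the positive control SU9516; nearly all actives have a fitted effect of over 60% in size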
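alpha7betagal+/- myoblasts (passage 13, 250/well) treated 48 h at 37C with compounds at 1:260 dilution of DMSO stock. Lysed, then beta-galactosidase activity read as FDG fluorescence (ex 480/em 540) after 30 min, with pre-read for autofluorescence.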
CXXC DNA block – inhibitors of human MLL CXXC domain-DNA interaction; Q03164; MLL-CXXC / FITC-HOXA9 DNA fluorescence polarization; Potency, µM (highest dose often 115 µM), without a hit: at the top dose activity change, negative = inhibition, actives largely listed as inhibitors; 290,000 compounds, 0.037% hits; active means well fitted inhibition curve with a large enough effect in the polarisation, with a control signal flat, not every such curve was filed as active; inconclusive means small, poorly fitted or top-dose-only effect, or effect the other way, or a change in a side signal; inactive means no such curve, though single readings can be large or run the other way; the % refers to the polarisation; further: potency means the concentration at half of the fitted maximal effect
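Fluorescence polarization: 7 uM MLL-CXXC (stock) preincubated 5 min with compounds, then 50 nM fluorescein-HOX-A9 DNA (stock) added; 30 min ambient. Buffer 50 mM Tris-HCl pH 7.5, 50 mM NaCl, 1 mM DTT, 0.05% BSA.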
ELG1 DNA repair – blocks ELG1-dependent DNA repair in HEK293T cells | HEK293T ELG1-luciferase reporter, luminescence, 16 h; DNA damage induced by 5-fluorouridine | Potency, µM (series often up to 46.1 µM), inactives show top-dose activity change, negative = inhibition, actives largely listed as inhibitors | 330,000 compounds, 2.3% hits; further: potency means the concentration at half of the fitted maximal effect; on the % scale 0 is the no-effect control and ±100 the full control effect; nearly all actives have a fitted effect of over 55% in size
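5-Fluorouridine DNA damage + compound/DMSO, 2,000 cells/well, 16 h, 37 °C/5% CO2. ONE-Glo, 30 min RT, luminescence. Readout = decrease in reporter signal.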
p53 reactivator – re-activators of mutant p53; AID 504706; 320,000 compounds, 0.063% hits; Potency, µM (highest dose often 92.2 µM), without a hit: at the top dose activity change, positive = activation, most hits filed as activators; H1299 p53-A138V BP100-luciferase reporter, luminescence, 24 h; further: potency means the concentration at half of the fitted maximal effect; % of control where 0% means no effect; nearly all actives have a fitted effect of over 45% in size
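H1299 (p53-null), stable ts p53-A138V + BP100-Luc; 1000 cells/well, Opti-MEM/10% FBS; cpd 4 pt, 1:5; 24 h, 37 deg C, 5% CO2; detection reagent 10 min RT; luminescence.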
B2AR arrestin – agonists driving beta-arrestin recruitment to human beta2-adrenergic receptor | P07550 | beta-arrestin recruitment to beta2AR, cell-based reporter | Potency, µM (series often up to 46.1 µM), for inactives: at the highest dose activation, actives largely listed as activators | 330,000 compounds, 0.02% hits | AID 492947;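 further: potency means the concentration at half of the fitted maximal effect; 0% = DMSO controls and full agonism = EC100 isoproterenol or metaproterenol; nearly all actives have a fitted effect of over 65% in size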
Target sequence (P07550 whole entry, looked up): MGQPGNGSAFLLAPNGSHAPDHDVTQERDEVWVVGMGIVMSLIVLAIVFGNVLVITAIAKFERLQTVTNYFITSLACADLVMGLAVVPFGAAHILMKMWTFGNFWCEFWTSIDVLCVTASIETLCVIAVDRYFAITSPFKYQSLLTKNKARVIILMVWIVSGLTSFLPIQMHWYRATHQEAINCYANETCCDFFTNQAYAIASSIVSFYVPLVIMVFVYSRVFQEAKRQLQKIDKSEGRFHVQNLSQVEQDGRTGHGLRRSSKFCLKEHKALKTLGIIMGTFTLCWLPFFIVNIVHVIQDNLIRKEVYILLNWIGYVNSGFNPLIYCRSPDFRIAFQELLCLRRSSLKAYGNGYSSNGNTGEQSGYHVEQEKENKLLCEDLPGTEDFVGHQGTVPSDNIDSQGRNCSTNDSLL
A-T KAP1 phos – potential ataxia-telangiectasia treatments restoring KAP-1 phosphorylation. […] A-T fibroblasts, KAP-1 phosphorylation AlphaLISA; neocarzinostatin DNA damage 30 min before lysis. Potency, µM (doses to about 57.5 µM), inactives show at the highest dose activation, hits mostly activators. 320,000 compounds, 0.19% hits. AID 485349; further: potency means the concentration at half of the fitted maximal effect; % of control where 0% means no effect; nearly all actives have a fitted effect of over 45% in size
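hTERT-immortalized A-T patient fibroblasts ([…]), 500 cells/well in OPTI-MEM, 1% FBS, got compounds for 60 min, then NCS for 30 min at 37C. Lysates were then assayed for phospho-KAP-1 by AlphaLISA (anti-pKAP1 donor, anti-KAP1 acceptor beads), 6 hr at 25C.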
PTAP TSG101 blk – blocks PTAP/TSG101 interaction to inhibit HIV-1 budding. Q99816. Potency, µM (titrated, usually from 115 µM), for the others: at the top dose activity change, negative = inhibition, hits mostly inhibitors. Fluorescence polarization, FITC-PTAP peptide / Tsg101 binding. AID 493005. 340,000 tested, under 10 active; active means well fitted inhibition curve with a large enough effect in the main read-out, with a control signal flat, not every such curve was filed as active; inconclusive means small, poorly fitted or top-dose-only effect, or effect the other way, or a change in a side signal; inactive means no such curve, though single readings can be large or run the other way; further: potency means the concentration at half of the fitted maximal effect; % of control where 0% means no effect
Target sequence (Q99816 whole entry, looked up): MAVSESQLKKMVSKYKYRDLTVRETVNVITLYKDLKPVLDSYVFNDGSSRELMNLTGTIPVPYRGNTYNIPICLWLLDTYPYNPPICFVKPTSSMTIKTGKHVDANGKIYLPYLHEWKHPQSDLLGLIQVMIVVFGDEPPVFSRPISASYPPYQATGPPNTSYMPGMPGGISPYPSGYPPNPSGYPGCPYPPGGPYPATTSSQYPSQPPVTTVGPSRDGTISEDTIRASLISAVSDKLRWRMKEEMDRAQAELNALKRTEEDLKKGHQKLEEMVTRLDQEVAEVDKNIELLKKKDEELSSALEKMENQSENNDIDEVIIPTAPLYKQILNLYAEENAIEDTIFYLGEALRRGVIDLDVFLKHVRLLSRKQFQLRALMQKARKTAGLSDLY
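Steps: Tsg101 binding domain dispensed (10 uM final), compounds pinned in DMSO, FITC-labeled PTAP-motif peptide added (50 nM final); after 20 min binding at room temperature, polarization measured.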
BRCA1 expr act – activators of BRCA1 expression | 380,000 compounds, 1.1% hits | Potency, µM (top dose mostly 46.1 µM), without a hit: at the top dose activation, most hits filed as activators | MCF7-BRCA1-FFLuc reporter, luminescence, 48 h; response scale: scaled: vehicle 0%, 10 µM genistein 100% | AID 624202; further: potency means the concentration at half of the fitted maximal effect; nearly all actives have a fitted effect of over 80% in size; some results filed as inactive show a strong effect at the top dose
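Activators of BRCA1 expression were detected as increased firefly luciferase luminescence in engineered MCF7 cells after 48 h compound incubation. Signals were scaled to genistein 10 microM as full activation.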
TRPV1 ag – human TRPV1 agonism; Q8NER1; TRPV1-expressing cells, Fluo-8 calcium influx, agonist mode; activation, % at 8.33 µM; AID 540275; 320,000 compounds, 0.19% hits; in the data active means activation above about 80%; inconclusive means between about 30% and that limit; further: 0% is about no effect
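Fluo-8 calcium influx in TRPV1-expressing cells, kinetic read (ex 480/em 520 nm). Compound added and read 3 min for agonist activity, followed by capsaicin at EC20 final and 2 min further read for enhancement.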
* marks the source's active call; other numbers are inactive results; ? = inconclusive; . = no result given; & = joins results of further samples; [ ] = remark or other dose. Unless noted, the call rests on the fitted dose curve; in most records, active means well fitted curve in the direction sought with a large enough effect; inconclusive means small, poorly fitted or top-dose-only effect, or another doubt; inactive means no such curve, though single readings can be large; an effect the other way counts as inactive or inconclusive.

SMILES	TCR act	Integrin act MD	CXXC DNA block	ELG1 DNA repair	p53 reactivator	B2AR arrestin	A-T KAP1 phos	PTAP TSG101 blk	BRCA1 expr act	TRPV1 ag
CCc1c(C(=O)OCc2ccccc2)[nH]c(C)c1C	-4%	?	3%	?	?	0.2%	?	-1%	0%	23
CCCCN(CC)CCNC(=O)c1cc2c(=O)n(C)c3ccccc3c2s1	-3%	-53%[inhibitor]	20%	?	-7%	0.0%	3%	-1%	-80%	2
COc1cccc(CN2CCCCC2C(=O)O)c1 (configuration not stated)	5%	12%	-1%	-1%	-2%	-0.1%	3%	-3%	28%	1
Cc1ccc(NS(=O)(=O)c2ccc3c(c2)CCC(=O)N3)cc1	0%	41%	.	16%	-4%	-0.1%	-1%	-5%	10%&-19%	5
COCCn1c(Cc2ccccc2)nnc1SCC(=O)Nc1oc(C)c2c(C)n[nH]c(=O)c12	0%	1%	.	16%	10%	-0.6%	0%	3%	4%	-3
CC(=O)c1cc(C#N)c(SCC(=O)OC(C)C)nc1C	16%	-19%	-6%	18%	-3%	-0.3%	-2%	0%	44%	?
Cc1ccc(NCc2nnc(SCC(=O)N3CCCc4ccccc43)o2)c(C)c1	5%	-23%	-7%	-29%	-5%	6.5%	3%	-4%	0%	0
Cc1ccc(SCC(=O)NCc2cccnc2)cc1	3%	13%	11%	-7%	-1%	-0.2%	8%	-2%	13%	-1
COC(=O)Nc1nnc(CC(=O)Nc2ccccc2C)s1	4%[46.1 µM]	-12%	7%	7%	-3%	-0.1%	-1%	-8%	-7%	2
CS(=O)(=O)c1nc(S(=O)(=O)c2ccc(Cl)cc2)c(N2CCCCC2)s1	1%	-50%[inhibitor]	26%	-23%	4%	0.4%	8%	-7%	-8%	5
CN(C)c1ccc(-c2nnc(-c3ccccc3F)o2)cc1	.	-5%	0%	?	.	-0.8%	7%	-4%	?	?
COC(=O)CCCC(=O)N1CCCC(N(C)CCc2ccccc2)C1 (configuration not stated)	-4%	-6%	0%	0%	.	0.9%	1%	0%	2%	-1
CC(=O)Nc1ccc(NC(=O)COC(=O)CCCc2c[nH]c3ccccc23)cc1	0%	14%	.	1%	-3%	0.0%	-3%	-5%	0%	-2
CCOc1ccc(N2CC(C(=O)Nc3c(C)n(C)n(-c4ccccc4)c3=O)CC2=O)cc1 (configuration not stated)	0%	4%	-3%	-2%	8%	0.0%	1%	-3%	11%	1
NC(N)=Nc1ccc(N=C(N)N)cc1	1%	-12%	-3%	14%	1%	-0.5%	-5%	0%	1%	0

Brought forward from above: three entries, followed by the next part.
SMILES	TCR act	Integrin act MD	CXXC DNA block	ELG1 DNA repair	p53 reactivator	B2AR arrestin	A-T KAP1 phos	PTAP TSG101 blk	BRCA1 expr act	TRPV1 ag
CC(=O)Nc1ccc(NC(=O)COC(=O)CCCc2c[nH]c3ccccc23)cc1	0%	14%	.	1%	-3%	0.0%	-3%	-5%	0%	-2
CCOc1ccc(N2CC(C(=O)Nc3c(C)n(C)n(-c4ccccc4)c3=O)CC2=O)cc1 (configuration not stated)	0%	4%	-3%	-2%	8%	0.0%	1%	-3%	11%	1
NC(N)=Nc1ccc(N=C(N)N)cc1	1%	-12%	-3%	14%	1%	-0.5%	-5%	0%	1%	0
COCCNC(=O)C(c1ccc(C)cc1)N(Cc1cccs1)C(=O)CCC(=O)Nc1ccccn1 (configuration not stated)	-1%	-31%[inhibitor]	18%	0%	-3%	-0.1%	2%	0%	1%	-1
COc1ccc(CNC(=O)C2CCC(=O)N2C(C)C)c(OC)c1 (configuration not stated)	-6%	0%	9%	-4%	2%	0.2%	2%	0%	22%	2
CC(Cc1nnc(SCC(=O)O)n1N)c1ccccc1 (configuration not stated)	8%	18%	6%	5%	0%	-0.9%	7%	-8%	-4%	-11
O=C(COc1ccc(Cl)cc1Cl)N1CCNC1=O	-7%	?	.	?	4%	0.2%	5%	1%	3%	0
O=S(=O)(c1ccc(N2CCN(Cc3ccc4c(c3)OCO4)CC2)nc1)N1CCOCC1	.	.	2%	?	0%	-0.2%	13%	.	.	0
O=C(CSc1nc(C(F)(F)F)cc(=O)[nH]1)Nc1ccc2c(c1)OCCO2	-6%	17%	.	1%	4%	-0.4%	6%	-3%	18%	1
S=C(NCc1ccco1)Nc1ccc(N2CCOCC2)cc1	8%[46.1 µM]	17%	9%	?	14%	-0.2%	-1%	-5%	45%	0
COc1ccc(NC(=O)CN(C)S(=O)(=O)c2ccc3c(c2)n(C)c(=O)c(=O)n3C)cc1	-6%	-20%	-7%	11%	2%	0.2%	-3%	-3%	20%	-1
O=C(COc1ccc(F)cc1F)NNC(=O)Nc1cccc([N+](=O)[O-])c1	2%	?	-1%	9%	15%	0.1%	-4%	0%	3%	-7
COc1ccccc1-n1c2c(cc(C(=O)N3CCC(C)CC3)c1=O)C(=O)CC(C)(C)C2	-3%	-19%	3%	1%	-1%	0.1%	4%	-1%	-8%	1
CCOC(=O)C1=C(C)NC2=C(C(=O)CCC2)C1c1cccs1 (configuration not stated)	0%	3%	-4%	15%	5%	0.2%	0%	-2%	-2%	0
CCc1nnc(NC(=O)c2c(O)c3c([nH]c2=O)CCCC3)s1	4%[46.1 µM]	-4%	-5%	?	3%	-0.7%	-1%	-4%	20%	1
Cc1nc2sc(C(c3cccs3)N3CCN(c4cccc(Cl)c4)CC3)c(O)n2n1 (configuration not stated)	11%[46.1 µM]	-19%	-2%	-11%	-1%	10%	-8%	-2%	-21%	0
Cc1cccc(NC(=O)c2nc[nH]c2C(=O)N2CCN(c3ccccc3)CC2)c1	-2%	-6%	.	8%	4%	-0.9%	6%	.	-5%	.
CCOC(=O)CN(C(=O)c1ccccc1[N+](=O)[O-])C(C)(C)C	-8%	8%	1%	19%	-2%	0.1%	0%	1%	0%	-1
CCCCCCCCCCS(=O)(=O)N/N=C/c1ccc([N+](=O)[O-])cc1	-1%	7%	-10%	0%	3%	-0.7%	3%	-15%	-20%	13
O=C(c1ccc(F)cc1)c1cn(Cc2ccc(F)cc2)c2cc3c(cc2c1=O)OCCO3	-9%	1%	21%	?	-8%	0.5%	9%	0%	-14%	-2
CCOC(=O)/C=C/C(=O)Nc1ccc(S(=O)(=O)N2CCCCCC2)cc1	-2%	-52%	-24%	14%	6%	-0.6%	3%	0%	-5%	?
Cc1ccc(S(=O)(=O)n2ccc(-c3cccc(OCc4c(F)cccc4Cl)c3)n2)cc1	27%	22%	2%	-6%	2%	0.2%	-2%	0%	-20%	.
CCOc1ccccc1NC(=O)NCc1cccnc1	-2%	20%	18%	7%	3%	-0.2%	3%	-4%	-22%	0
COc1ccc(/C=N/n2cncn2)cc1COc1ccc(NC(C)=O)cc1	5%	-17%	-1%	2%	-18%	0.0%	7%	-6%	-43%	27
CCCCCCCNC(=O)c1cc(-c2ccncc2)nc2ccccc12	3%	-13%	24%	?	-3%	-0.8%	4%	-4%	-56%	3
CCn1cc(C(=O)N2CCCC2)c(=O)c2cc(S(=O)(=O)N3CC(C)CC(C)C3)ccc21 (configuration not stated)	-3%	29%	4%	1%	-3%	-0.1%	-7%	0%	3%	-1
Cc1ccc(C)c(NCC(=O)NNC(=S)Nc2ccccc2)c1	.	25%	?	7%	-1%	-0.2%	-8%	0%	3%	-1
COc1ccc(C2C(C(=O)/C=C/c3ccco3)=C(O)C(=O)N2CCN2CCOCC2)cc1 (configuration not stated)	.	19%	8%	-12%	-1%	-0.2%	-3%	-5%	2%	0
Cc1cc(C)c2c(=O)[nH]c(SCC(=O)c3ccc(C(C)C)cc3)nc2n1	3%	-25%	6%	-2%	-2%	0.9%	-4%	-8%	-5%	14
O=[N+]([O-])c1ccc(-n2nnnc2-c2ccccc2)c([N+](=O)[O-])c1	-2%[46.1 µM]	-47%[inhibitor]	1%	?	-24%	-2.9%	12%	-2%	-90%[inhibitor]	-1
CNC(=O)c1ccccc1-c1cn(C)c2ccccc2c1=O	3%	15%	10%	-1%	1%	-0.4%	-3%	-3%	-6%	-2
COc1ccc(CNC(=S)N/N=C/c2ccc(OC)c(OC)c2)cc1	8%	15%	-4%	?	6%	14%	-3%	-7%	8%	-1
Cc1ccc(S(=O)(=O)CCC(=O)OCC(=O)c2cc(C)ccc2C)cc1	3%	-19%	.	6%	0%	-0.2%	-2%	-1%	-34%	2
CCc1cc([N+](=O)[O-])cc(CC)c1N	2%	7%	-8%	?	-3%	-0.1%	.	-1%	3%	1
O=C(O)CSc1nnnn1-c1ccc2c(c1)OCCO2	4%	18%	2%	-1%	-1%	-0.2%	0%	-4%	-4%	-4
Cc1cc(OCC(=O)OCC(=O)NCCN2C(=O)CSC2=O)ccc1Cl	-5%	36%	.	6%	0%	-0.2%	6%	-2%	-13%	3
